Screens: PubChem, National Center for Advancing Translational Sciences (NCATS)
NPSR antagonist: antagonists of human neuropeptide S receptor cAMP signaling; Q6W5P4; CHO-NPSR cells, cAMP TR-FRET, antagonist mode; Potency, µM (titrated, usually from 38.3 µM), for the others: at the highest dose activity change, negative = inhibition, hits mostly inhibitors; 220,000 compounds, 1% hits; also: potency is read from the fitted curve at half-maximal effect; % is scaled to controls: 0 for no effect and ±100 for the full control effect; nearly all actives have a fitted effect of over 50% in size; many of its hits are not listed in these tables
Target sequence (Q6W5P4 whole entry, looked up): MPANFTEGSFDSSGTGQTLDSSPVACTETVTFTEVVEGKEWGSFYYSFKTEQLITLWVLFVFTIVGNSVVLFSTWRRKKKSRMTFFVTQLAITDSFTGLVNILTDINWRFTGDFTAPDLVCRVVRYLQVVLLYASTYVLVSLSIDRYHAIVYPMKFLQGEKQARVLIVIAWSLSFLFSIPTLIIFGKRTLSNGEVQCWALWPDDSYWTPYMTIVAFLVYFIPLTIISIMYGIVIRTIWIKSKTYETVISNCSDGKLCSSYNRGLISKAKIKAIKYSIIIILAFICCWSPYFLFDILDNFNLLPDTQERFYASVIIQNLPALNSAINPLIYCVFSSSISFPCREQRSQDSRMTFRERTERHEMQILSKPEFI
GLA spleen mod: inhibits or activates alpha-galactosidase in human spleen homogenate | human spleen homogenate, 4MU-alpha-Gal fluorescence, 40 min | Potency, µM (series often up to 80 µM), for inactives: at the highest dose activity change, negative = inhibition, hits mostly inhibitors | 240,000 compounds, 0.008% hits | AID 2107 | P06280;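 also: potency is read from the fitted curve at half-maximal effect; 0% = enzyme with vehicle and -100% = no enzyme basal signal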
Target sequence (P06280 32-429 limits assumed): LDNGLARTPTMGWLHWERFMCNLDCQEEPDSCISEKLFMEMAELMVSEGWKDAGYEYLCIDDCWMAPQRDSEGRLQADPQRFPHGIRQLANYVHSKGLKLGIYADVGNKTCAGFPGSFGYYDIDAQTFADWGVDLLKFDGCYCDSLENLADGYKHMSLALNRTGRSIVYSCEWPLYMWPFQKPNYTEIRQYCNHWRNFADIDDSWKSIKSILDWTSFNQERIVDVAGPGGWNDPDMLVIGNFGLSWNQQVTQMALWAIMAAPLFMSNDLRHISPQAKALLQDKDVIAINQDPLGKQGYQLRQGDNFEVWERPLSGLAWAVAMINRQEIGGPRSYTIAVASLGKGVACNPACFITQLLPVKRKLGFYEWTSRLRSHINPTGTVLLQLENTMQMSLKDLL
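Human spleen homogenate (1 ug) as enzyme source, 4-methylumbelliferyl-alpha-D-galactopyranoside 1 mM final, citrate/phosphate pH 5.0 with 0.01% Tween-20. Compounds 40 min at 37C, NaOH/glycine stop; fluorescence Ex 365/Em 440, Hill-fit AC50.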
Epigenetic derep: derepresses silenced GFP reporter in murine cells. murine LDR cells, GFP reporter derepression, 30 h. 280,000 compounds, 0.2% hits. AID 1865. Potency, µM (highest dose often 53.9 µM), for the others: at the highest dose GFP activation, most hits filed as activators; also: potency is read from the fitted curve at half-maximal effect; % of control where 0% means no effect; nearly all actives have a fitted effect of over 60% in size
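Murine LDR cells carrying a silenced, genomically integrated CMV-driven GFP reporter were exposed to compound for 30 hours at 37 C. After PBS washes, GFP-positive cells (20–120 um objects) were counted by laser-scanning microplate cytometry.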
IMPase Li cell: cell-permeable IMPase inhibitors with lithium potentiation; CHO-M1 cells, IP1 TR-FRET (IP-One), carbachol + lithium; Potency, µM (titrated, usually from 59.4 µM), inactives show at the top dose activity, negative = IMPase inhibition, hits mostly inhibitors; 210,000 compounds, 0.35% hits;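 also: IP1 builds up when IMPase is blocked and the TR-FRET signal falls; potency is read from the fitted curve at half-maximal effect; plate controls were basal vehicle for no effect and high inhibitor control for full effect; nearly all actives have a fitted effect of over 50% in size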
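CHO cells stably expressing M1 receptor (2000/well, cultured 16–30 h) treated 30 min at 37C with compound plus low lithium. Cytosolic IP1 by TR-FRET (665/620 ratio and 620 channel) after 10 min lysis; AC50 by Hill fit.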
Lamin A splicing: modulators of lamin A splicing. HeLa LMNA splicing GFP/RFP minigene ratio, 48 h. Potency, µM (titrated, usually from 46.1 µM), for the others: top-dose ratio change, negative = inhibition, actives largely listed as inhibitors. 200,000 compounds, 0.01% hits; active = well fitted inhibition curve with a large enough effect in the signal ratio, with a control signal flat, not every such curve was filed as active; inconclusive = small, poorly fitted or top-dose-only effect, or effect the other way, or a change in a side signal; the % refers to the signal ratio; also: potency is read from the fitted curve at half-maximal effect; % is scaled to controls: 0 for no effect and ±100 for the full control effect
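S3 HeLa cells stably expressing lamin A-EGFP splicing minigene plus DsRed2, 600 cells/well, 48 h compound exposure at 37C. Laser-scanning cytometry; analysed as GFP (500-530 nm)/RFP (575-640 nm) total intensity ratio; 0.5% DMSO vehicle.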
Luc counter: counter-screen: inhibitors of Kinase-Glo firefly luciferase; Q27757; Kinase-Glo luciferase, ATP luminescence, 8 min; Potency, µM (highest dose often 38.3 µM), inactives show top-dose activity change, negative = inhibition, most hits filed as inhibitors; 200,000 compounds, 0.28% hits; AID 1379; also: potency is read from the fitted curve at half-maximal effect; % is scaled to controls: 0 for no effect and ±100 for the full control effect; nearly all actives have a fitted effect of over 60% in size
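Compound is pinned into ATP-containing buffer (10 uM ATP, imidazole pH 7.2, 7 mM MgCl2). Kinase-Glo luciferase reagent is then added. Light output is recorded following an 8-min room-temperature incubation.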
CBFb RUNX1 block: blocks binding between human CBF-beta and RUNX1. Potency, µM (highest dose often 59.8 µM), for inactives: at the highest dose activity, negative = inhibition, most hits filed as inhibitors. AlphaScreen CBFb-His/RUNX1-biotin binding, biochemical. AID 1477. 230,000 tested, under 10 active; also: % of control where 0% means no effect
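Proteins preincubated together for 20 min at RT before compound addition; 15 min later, nickel and streptavidin beads were added and left 90 min prior to AlphaScreen measurement.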
Starred values were filed as active, the others as inactive; [ ] = dose if it differs, or a comment. Unless noted, calls follow the shape of the dose curve; as a rule, active = well fitted curve in the direction sought with a large enough effect; inconclusive = small, poorly fitted or top-dose-only effect, or another doubt; inactive = no such curve, though single readings can be large; an effect the other way counts as inactive or inconclusive. An excerpt; the hit share may differ from the screen's.

COCC(=O)N(Cc1cc2ccccc2[nH]c1=O)c1ccccc1OC was read as NPSR antagonist -13.3%[46.1 µM], GLA spleen mod 7.2%, Epigenetic derep -1.0%, IMPase Li cell 16.1%[38.3 µM], Lamin A splicing -5.8%, Luc counter -3.8% and CBFb RUNX1 block -0.6%.
`O=C(c1ccc(Cl)c(S(=O)(=O)N2CCOCC2)c1)N1CCCCC1` gave NPSR antagonist -8.1%, GLA spleen mod -5.3%, Epigenetic derep -1.1%, IMPase Li cell -0.7%, Lamin A splicing 4.7%[46 µM], Luc counter -3.0% and CBFb RUNX1 block 0.9%.
Screening CC(C)C(NC(=O)c1ccc(S(=O)(=O)N2CCOCC2)cc1)c1nc2ccccc2[nH]1 (centres undefined) returned NPSR antagonist -1.3%[46.1 µM], GLA spleen mod -4.5%, Epigenetic derep -2.2%, IMPase Li cell 0.9%[38.3 µM], Lamin A splicing -7.8%[0.0737 µM], Luc counter 3.0% and CBFb RUNX1 block 0.1%.
For COc1ccc(C(=O)NC(=S)NNC(=O)Cc2cccs2)cc1 the results were NPSR antagonist -2.7%[46.1 µM], GLA spleen mod -2.7%, Epigenetic derep -1.7%, IMPase Li cell -4.9%[38.3 µM], Lamin A splicing inconclusive, Luc counter 10.3% and CBFb RUNX1 block -16.6%.
CC(=O)NNc1ncnc2c1cnn2-c1ccc(C)cc1 was read as NPSR antagonist 13.4%, GLA spleen mod 4.3%, Epigenetic derep -0.6%, IMPase Li cell -7.7%, Luc counter 10.1% and CBFb RUNX1 block -5.7%.
For CCOC(=O)CN(C(=O)Cn1nnc(-c2ccc(OC)cc2)n1)C(C(=O)NC1CCCC1)c1ccc(F)cc1 (centres undefined) the results were NPSR antagonist -23.7%[46.1 µM], GLA spleen mod 4.7%, Epigenetic derep 2.0%, IMPase Li cell 9.1%, Lamin A splicing -17.7%, Luc counter 2.3% and CBFb RUNX1 block 9.1%.
COc1ccc(C2CC(=O)OC3=C2C(=O)CC(C)(C)C3)c(OC)c1 (centres undefined) was read as NPSR antagonist -4.1%, GLA spleen mod 1.0%, Epigenetic derep -0.3%, IMPase Li cell 4.1%, Lamin A splicing 2.5%[46 µM], Luc counter 1.7% and CBFb RUNX1 block -4.2%.
Screening COc1ccc(Cc2nc3ccccc3n2C)cc1 returned NPSR antagonist 5.1%, GLA spleen mod -0.8%, Epigenetic derep 1.0%, IMPase Li cell -0.7%, Luc counter -1.1% and CBFb RUNX1 block -3.1%.
Cc1cc(NS(=O)(=O)c2ccc(NC(=S)NC(=O)c3ccncc3)cc2)no1 was read as NPSR antagonist 9.0%, GLA spleen mod 1.9%, Epigenetic derep 0.0% and CBFb RUNX1 block 2.0%.
O=S(=O)(c1cccc2nsnc12)N1CCN(C/C=C/c2ccccc2)CC1 was read as NPSR antagonist -10.8%[46.1 µM], GLA spleen mod 16.1%, Epigenetic derep -0.2%, IMPase Li cell -14.8%[38.3 µM], Lamin A splicing inconclusive, Luc counter -7.4% and CBFb RUNX1 block -11.0%.
`COC(=O)C(C(C)=O)C(NC(=O)NCc1ccccc1)c1ccccc1` (centres undefined) gave GLA spleen mod 2.9%[17.5 µM], Epigenetic derep 0.0%[10.1 µM] and CBFb RUNX1 block 8.1%[13.1 µM].
Screening Clc1cc(Br)ccc1OCCOCCN1CCOCC1 returned NPSR antagonist 3.8%[46.1 µM], GLA spleen mod -0.1%, Epigenetic derep 0.0%, IMPase Li cell 6.1%[38.3 µM], Lamin A splicing 6.7%, Luc counter -2.7% and CBFb RUNX1 block -0.6%.
O=C(O[C@@H]1Cc2c(O)cc(O)cc2O[C@@H]1c1cc(O)c(O)c(O)c1)c1cc(O)c(O)c(O)c1 was read as NPSR antagonist 16.9%, GLA spleen mod -1.4%, Epigenetic derep -1.1% and Lamin A splicing 12.4%[46 µM].
For CCN(CC(=O)NC1CCS(=O)(=O)C1)c1ccc(S(C)(=O)=O)cc1[N+](=O)[O-] (centres undefined) the results were NPSR antagonist 3.5%[46.1 µM], GLA spleen mod 0.6%, Epigenetic derep -0.6%, IMPase Li cell inconclusive, Lamin A splicing 3.4%, Luc counter 0.7% and CBFb RUNX1 block 0.0%.
For CCOc1cc2[nH]c(=S)n(CCCN(CC)CC)c(=O)c2cc1OCC the results were NPSR antagonist 9.5%[46.1 µM], GLA spleen mod -2.8%, Epigenetic derep 2.0%, IMPase Li cell 17.2%, Lamin A splicing -6.4%, Luc counter 1.7% and CBFb RUNX1 block -0.6%.
CCOC(=O)N1CCN(C(=O)c2nc3ccccc3s2)CC1 was read as NPSR antagonist -6.3%[46.1 µM], GLA spleen mod -4.8%, Epigenetic derep 0.0%, IMPase Li cell 18.4%[38.3 µM], Lamin A splicing 4.0%, Luc counter -1.9% and CBFb RUNX1 block 5.2%.
For Cn1cccc1C(=O)C(=O)Nc1ccc(F)c(F)c1 the results were NPSR antagonist -15.7%, GLA spleen mod -2.9%, Epigenetic derep 0.0%, IMPase Li cell -3.0%, Lamin A splicing 21.8%[46 µM], Luc counter -25.1% and CBFb RUNX1 block -5.0%.
For CCC(C)(C(=O)NC1CCCC1)N(C(=O)c1cnccn1)c1c(C)n(C)n(-c2ccccc2)c1=O (centres undefined) the results were NPSR antagonist -5.7%[46.1 µM], GLA spleen mod -1.7%, Epigenetic derep 0.0%, IMPase Li cell 14.5%[38.3 µM], Lamin A splicing 9.5%, Luc counter -1.2% and CBFb RUNX1 block 4.6%.
c1ccc2c(N3CCNCC3)nc(-c3ccc4c(c3)OCO4)nc2c1 was read as GLA spleen mod -4.9%, Epigenetic derep -0.8%, IMPase Li cell -4.5%, Lamin A splicing -24.9% and Luc counter -0.6%.
O=C1NC(c2ccccc2)=C(c2ccc3ccccc3n2)C(c2ccccc2)N1 (centres undefined) was read as NPSR antagonist -13.6%, GLA spleen mod -14.1%, Epigenetic derep -1.0%, IMPase Li cell -10.1%, Lamin A splicing -2.0%, Luc counter 5.2% and CBFb RUNX1 block -4.3%.
For Cc1cc(C)n(Cc2ccccc2)c(=O)c1S(=O)(=O)c1ccccc1 the results were NPSR antagonist -11.5%[46.1 µM], GLA spleen mod 2.1%, Epigenetic derep 0.0%, IMPase Li cell 1.2%[38.3 µM], Lamin A splicing -11.7%, Luc counter 0.7% and CBFb RUNX1 block -1.2%.
For CSc1ccc(CN(C)C(C)C(=O)Nc2ccc(F)c(F)c2F)cc1 (centres undefined) the results were NPSR antagonist -30.5%, GLA spleen mod -2.8%, Epigenetic derep 2.6%, IMPase Li cell 11.5%, Luc counter 1.1% and CBFb RUNX1 block 18.4%.
Cc1ccc(NC(=S)c2ccccc2)cc1 was read as NPSR antagonist 3.7%, GLA spleen mod -5.8%, Epigenetic derep 0.9%, IMPase Li cell 9.1%, Lamin A splicing -10.7%, Luc counter -4.0% and CBFb RUNX1 block -10.2%.
`O=C(N/N=C/c1ccccc1[N+](=O)[O-])c1cnccn1` gave NPSR antagonist -4.2%, GLA spleen mod -10.3%, Epigenetic derep 0.1% and CBFb RUNX1 block 9.9%.
`CCN(CC)S(=O)(=O)c1ccc2[nH]c(=O)cc(C(=O)Nc3cccc(C(C)=O)c3)c2c1` gave NPSR antagonist 5.3%, GLA spleen mod 5.3%, Epigenetic derep -0.5%, IMPase Li cell 8.5%, Lamin A splicing -8.0%[46 µM], Luc counter 1.0% and CBFb RUNX1 block 7.7%.
Screening O=C(NCCCO)NC(=S)c1cccc2ccccc12 returned NPSR antagonist 11.2%, GLA spleen mod 6.9%, Epigenetic derep 1.1%, IMPase Li cell 0.7%, Luc counter 0.5% and CBFb RUNX1 block -0.2%.
`O=C(O)CCCNS(=O)(=O)c1cccs1` gave NPSR antagonist -3.3%[46.1 µM], GLA spleen mod -1.8%, Epigenetic derep -1.9%, IMPase Li cell -8.3%[38.3 µM], Lamin A splicing 10.1%, Luc counter 10.3% and CBFb RUNX1 block -6.1%.
CC1=CCC[C@@H]2[C@@](C)(CC/C(C)=C/C(=O)O)[C@H](C)CC[C@@]12C was read as NPSR antagonist -15.5%, GLA spleen mod -11.3%, Epigenetic derep 0.3%, IMPase Li cell 0.1%, Lamin A splicing -9.7%, Luc counter -3.2% and CBFb RUNX1 block 8.1%[2.36 µM].
O=C(CCn1nc(-c2ccc(Cl)cc2)ccc1=O)N1CCN(c2ccccn2)CC1 was read as NPSR antagonist -7.0%[46.1 µM], GLA spleen mod -12.1%, Epigenetic derep 0.0%, IMPase Li cell 3.4%, Lamin A splicing -12.3%, Luc counter -1.4% and CBFb RUNX1 block 2.2%.
For CCOC(=O)c1cnn(CCOC(=O)c2cccs2)c1NC(=O)c1cccs1 the results were NPSR antagonist -4.3%[46.1 µM], GLA spleen mod 0.0%, Epigenetic derep 1.8%, Lamin A splicing -1.9% and CBFb RUNX1 block 4.7%.
`Cc1nc2ccc(NC(=O)c3ccc(S(=O)(=O)N(C)C)cc3)cc2s1` gave NPSR antagonist -6.8%, GLA spleen mod -6.5%, Epigenetic derep 2.6%, IMPase Li cell -1.7%, Lamin A splicing 27.5%[9.22 µM], Luc counter -1.9% and CBFb RUNX1 block 9.6%.
Screening O=C(/C=C/c1ccco1)Nc1ccc2nc3n(c(=O)c2c1)CCCC3 returned NPSR antagonist -2.7%, GLA spleen mod 2.2%, Epigenetic derep 1.1%, IMPase Li cell 4.8% and CBFb RUNX1 block -4.9%.
`Fc1ccccc1CSc1ncn[nH]1` gave NPSR antagonist 0.9%[46.1 µM], GLA spleen mod 3.9%, Epigenetic derep -0.8%, IMPase Li cell -1.6%, Lamin A splicing 0.2%, Luc counter 1.6% and CBFb RUNX1 block -0.8%.
For COc1c(Cl)cc(Cl)cc1C(=O)Nc1ccc(C(=O)O)cc1 the results were NPSR antagonist -11.4%, GLA spleen mod -3.0%, Epigenetic derep -4.3%, IMPase Li cell -5.0%, Lamin A splicing -2.5%, Luc counter 0.0% and CBFb RUNX1 block 11.7%.
For CC1(c2ccc([N+](=O)[O-])c(CS(=O)(=O)c3ccccc3)c2)OCCO1 the results were NPSR antagonist 0.2%, GLA spleen mod -0.9%, Epigenetic derep -1.1%, IMPase Li cell -2.0%, Lamin A splicing inconclusive, Luc counter -0.7% and CBFb RUNX1 block 3.1%.
`CCOC(=O)c1ccc(N2C(=O)C3C(C2=O)C(C(=O)c2ccc(Cl)cc2)N2CCCC32)cc1` (centres undefined) gave NPSR antagonist inconclusive, GLA spleen mod -2.7%, Epigenetic derep inconclusive, IMPase Li cell 35.4%[activator][38.3 µM], Lamin A splicing -11.9%, Luc counter 0.2% and CBFb RUNX1 block -9.3%.
